MEKK3 PB1 HTS – raises or lowers MEK5 binding to the human MEKK3 PB1 domain; binding response (% of control), % at 10 µM; bead-based flow cytometry, Alexa488-MEK5 binding to MEKK3; actives lie on both sides; 0 = blocked by unlabeled MEK5, 100 = vehicle; hit rate 1.4% among 290,000; Q99759; AID 1529;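 active = binding response more than 3 SD above or below the average of its plate-row segment, actives on both sides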;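 note: Alexa488 bead fluorescence after subtracting the streptavidin-only scavenger bead signal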
Target sequence (Q99759 whole entry, looked up, the tested form may be a part): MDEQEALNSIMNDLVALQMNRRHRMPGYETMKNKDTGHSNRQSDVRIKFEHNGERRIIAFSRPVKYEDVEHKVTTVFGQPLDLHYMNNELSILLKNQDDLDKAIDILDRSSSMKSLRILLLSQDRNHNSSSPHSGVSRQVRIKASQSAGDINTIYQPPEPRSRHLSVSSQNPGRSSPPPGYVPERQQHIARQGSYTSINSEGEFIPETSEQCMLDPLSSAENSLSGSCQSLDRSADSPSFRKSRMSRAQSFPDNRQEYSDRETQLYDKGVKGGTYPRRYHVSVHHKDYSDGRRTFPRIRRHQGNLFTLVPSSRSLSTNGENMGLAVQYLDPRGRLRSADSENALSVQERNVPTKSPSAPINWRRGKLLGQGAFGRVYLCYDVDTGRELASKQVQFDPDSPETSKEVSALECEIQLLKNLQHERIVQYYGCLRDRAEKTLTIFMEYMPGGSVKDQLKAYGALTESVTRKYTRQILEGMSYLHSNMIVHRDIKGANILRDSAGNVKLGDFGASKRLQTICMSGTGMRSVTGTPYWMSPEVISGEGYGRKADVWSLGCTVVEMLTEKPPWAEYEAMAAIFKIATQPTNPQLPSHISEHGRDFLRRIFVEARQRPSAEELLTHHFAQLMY
NALP1 inh – blocks the NALP1 inflammasome reconstituted in yeast | S. cerevisiae NALP1/ASC/caspase-1 growth, X-gal OD620, 72 h | inhibition, % at 10 µM | hit rate 0.61% among 280,000; in the data active = inhibition mostly above about 24%, no sharp cut-off; inactive = mostly below about 32%; note: some compounds called inactive have numbers as strong as hits
MEKK2 mut-MEK5 – signal of MEK5 binding to mutant human MEKK2 PB1 domain. hit rate 0.35% among 290,000. bead flow cytometry, Alexa488-MEK5 binding to MEKK2 mutant. percent response, % at 10 µM; in the data active = percent response above about 24%, passing the limit was not always enough; note: inactives centre near 1; some results filed as inactive read as strong as hits; reference of the scale not given here
SUMO HTRF inh – inhibitors of human SUMOylation (UBC9) | P63279 | HTRF SUMOylation assay, SAE1/SAE2 + UBC9, in vitro | inhibition, % at 35 µM | hit rate 0.36% among 290,000; in the data active = inhibition above about 50%, passing the limit was not always enough; note: strong numbers were not always called active
Target sequence (P63279 whole entry, looked up): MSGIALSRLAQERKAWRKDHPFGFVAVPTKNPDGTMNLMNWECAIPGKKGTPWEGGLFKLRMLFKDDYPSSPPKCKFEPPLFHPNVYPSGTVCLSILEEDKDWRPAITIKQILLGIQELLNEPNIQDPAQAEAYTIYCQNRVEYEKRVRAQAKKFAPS
p-CIP stab down – compounds decreasing mouse p/CIP protein stability | F442A p/CIP-EGFP cells, EGFP fluorescence, 16 h | decrease of EGFP signal, % at 10 µM | hit rate 0.01% among 290,000 | AID 1984;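 active = EGFP signal decrease of at least 30% at 10 µM or well 3 SD below plate mean, unless failing retest; inactive = the rest, including hits failing retest or dose response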; note: some compounds called inactive have numbers as strong as hits; many of its hits are not listed in these tables
M18AAP inhibitor – blocks P. falciparum M18 aspartyl aminopeptidase | recombinant PfM18AAP, H-Glu-NHMec fluorogenic cleavage | inhibition, % at 7.35 µM | hit rate 1.2% among 290,000 | AID 1822;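 active = inhibition above the campaign mean inhibition over all tested compounds plus 3 SD, cut at about 28% in these data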;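 note: 0% = plate median of test compound wells and 100% = 2 mM ZnCl2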
MEKK2wt PB1 HTS – raises or lowers MEK5 binding to wildtype human MEKK2 PB1 domain | Q9Y2U5 | bead flow cytometry, Alexa488-MEK5 binding to MEKK2 WT; actives lie on both sides | binding response (% of control), % at 10 µM | hit rate 1.1% among 290,000; in the data active = binding response below about 67% or above about 130%
IDE inh – cellular human IDE inhibition; inhibition, % at 5.59 µM; hit rate 0.41% among 320,000; P14735; AID 434962; HEK cells, FAbetaB cleavage, fluorescence polarization;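 active = percent inhibition above the average of all tested compounds plus 3 SD, set per screening campaign, cut at about 16% in these data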;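 note: IDE supplied by intact live HEK cells; FP after avidin binding of uncleaved biotin substrate so inhibition keeps polarization high; 0% = DMSO wells and 100% = 60 µM reference IDE inhibitor Ii1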
IDE cell activ – IDE (human) activation, cell-based | activation, % at 5.96 µM | hit rate 0.073% among 340,000 | HEK cells, FAbeta-B cleavage, fluorescence polarization; 0% vehicle, 100% cell-free pure enzyme wells | AID 493087;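 active = activation above the mean of all tested compounds plus 3 SD, set per screening campaign, cut at about 17% in these data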
An asterisk follows results filed as active; / = not tested or not shown.

Start of the data: the first 5 records, to show the layout:
SMILES	MEKK3 PB1 HTS	NALP1 inh	MEKK2 mut-MEK5	SUMO HTRF inh	p-CIP stab down	M18AAP inhibitor	MEKK2wt PB1 HTS	IDE inh	IDE cell activ
COc1ccc(NC(=O)Cn2nc([N+](=O)[O-])c(Cl)c2C)cc1OC	99	/	-19	1	-1	1	101	-2	9
CCOC(=O)c1csc(NC(=O)CSc2nnnn2CC)n1	105	7	4	23	3	6	105	2	-1
CCOC(=O)c1cc2cc(C)ccc2[nH]1	105	-5	7	7	-1	5	105	-1	3
O=C1C2=C(C(c3ccccc3)=NCCN2)C(c2cccc([N+](=O)[O-])c2)N1c1ccccc1 (stereo not given)	99	-1	9	10	9	1	101	1	3
COc1c2ccoc2c(OC)c2oc(=O)ccc12	110	-1	5	-7	6	/	98	3	7

The list itself, repeating the preview:
SMILES	MEKK3 PB1 HTS	NALP1 inh	MEKK2 mut-MEK5	SUMO HTRF inh	p-CIP stab down	M18AAP inhibitor	MEKK2wt PB1 HTS	IDE inh	IDE cell activ
COc1ccc(NC(=O)Cn2nc([N+](=O)[O-])c(Cl)c2C)cc1OC	99	/	-19	1	-1	1	101	-2	9
CCOC(=O)c1csc(NC(=O)CSc2nnnn2CC)n1	105	7	4	23	3	6	105	2	-1
CCOC(=O)c1cc2cc(C)ccc2[nH]1	105	-5	7	7	-1	5	105	-1	3
O=C1C2=C(C(c3ccccc3)=NCCN2)C(c2cccc([N+](=O)[O-])c2)N1c1ccccc1 (stereo not given)	99	-1	9	10	9	1	101	1	3
COc1c2ccoc2c(OC)c2oc(=O)ccc12	110	-1	5	-7	6	/	98	3	7
O=C(O)c1ccc2c(c1)C(=O)N(c1cccc3ccccc13)C2=O	107	16	5	-3	7	7	107	-5	3
C/C(=N\Nc1cc(N2CCOCC2)nc(C)n1)c1cccc([N+](=O)[O-])c1	102	-2	18	4	-2	4	111	6	-2
O=S(=O)(c1ccccc1F)N1CCN(CC(O)c2ccccc2)CC1 (stereo not given)	100	-6	0	-18	8	-1	101	2	0
O=C(CNC(=O)c1cnccc1C(F)(F)F)c1cccc(Cl)c1	103	-2	10	5	-2	3	98	7	3
COCCNC(C)C(=O)Nc1ccc(Br)cc1 (stereo not given)	96	4	0	-40	-9	-2	92	-2	-3
C=CCn1c(=O)c(C#N)cc2c(=O)n3ccccc3nc21	104	8	3	25	-7	-10	104	7	3
COc1ccc(O)c(/C=N/N2CCOCC2)c1	101	4	3	18	-4	0	101	2	11
COc1c(Br)cc(Br)cc1/C=C1/C(=O)N=C(N)N1C	102	35	-2	12	12	0	95	0	3
CC1CSc2nnc(CCc3ccccc3)n21 (stereo not given)	96	-10	0	20	-7	0	96	2	-1
COc1cccc(NC(=O)N2CCN(C(=O)C(Cc3ccc(OC)c(OC)c3)NC(C)=O)CC2)c1 (stereo not given)	107	-7	9	-4	-8	-2	107	-2	-4
CC(C)SCCCOc1ccc(C(C)(C)C)cc1	90	10	-6	-11	10	6	100	-1	7
N#CCCN1CCN(C2=NC(=O)/C(=C\c3cccs3)S2)CC1	103	-69	-6	-20	12	4	94	0	4
COc1ccc(C2CC(=O)Oc3c(C(CCN4CCOCC4)c4cc(OC)c(OC)c(OC)c4)c(OC)cc(OC)c32)cc1 (stereo not given)	100	-33	5	10	-2	/	109	-2	-4
CCOC(=O)c1ccc(NC(=O)CSc2nc(NC(=O)c3ccccc3)c3c(C)c(C)oc3n2)cc1	102	10	-1	17	14	-5	102	2	5
Cn1nc(C(=O)Nc2nnc(C3CC3)s2)c2ccccc2c1=O	104	14	-13	0	0	0	94	2	8
CCOC(=O)C1(C)C=C(Nc2cccc(OC)c2)C(=O)N1c1ccccc1 (stereo not given)	106	7	0	-20	3	-1	96	4	7
OC(COCC1COc2ccccc2O1)CN1CCN(c2ccccc2)CC1 (stereo not given)	103	-7	7	-6	10	-1	106	-4	-1
CCNC(=O)NC(=O)C(C)OC(=O)CNS(=O)(=O)c1c(Cl)cc(Br)cc1Cl (stereo not given)	99	11	-12	2	-3	-10	90	3	6
COc1ccc(S(=O)(=O)N2CCN(c3ccc(C)cc3C)CC2)cc1OC	101	39	2	9	-7	-3	104	0	4
COc1cccc(NC(=O)COc2nc3ccccc3nc2C)c1	105	18	15	2	2	0	102	0	-2

Two entries from above, with values under each structure:
Sequence of screens: MEKK3 PB1 HTS, NALP1 inh, MEKK2 mut-MEK5, SUMO HTRF inh, p-CIP stab down, M18AAP inhibitor, MEKK2wt PB1 HTS, IDE inh, IDE cell activ
> COc1ccc(S(=O)(=O)N2CCN(c3ccc(C)cc3C)CC2)cc1OC
→ 101, 39, 2, 9, -7, -3, 104, 0, 4
> COc1cccc(NC(=O)COc2nc3ccccc3nc2C)c1
→ 105, 18, 15, 2, 2, 0, 102, 0, -2

Complete entries, quoted from the list.
Profile of C=CCn1c(=O)c(C#N)cc2c(=O)n3ccccc3nc21 : MEKK3 PB1 HTS = 104; NALP1 inh = 8; MEKK2 mut-MEK5 = 3; SUMO HTRF inh = 25; p-CIP stab down = -7; M18AAP inhibitor = -10; MEKK2wt PB1 HTS = 104; IDE inh = 7; IDE cell activ = 3
Profile of COc1ccc(NC(=O)Cn2nc([N+](=O)[O-])c(Cl)c2C)cc1OC : MEKK3 PB1 HTS = 99; NALP1 inh = /; MEKK2 mut-MEK5 = -19; SUMO HTRF inh = 1; p-CIP stab down = -1; M18AAP inhibitor = 1; MEKK2wt PB1 HTS = 101; IDE inh = -2; IDE cell activ = 9

Individual results from the entries so far:
Under p-CIP stab down, COc1ccc(O)c(/C=N/N2CCOCC2)c1 is listed with -4
Under IDE cell activ, COc1ccc(S(=O)(=O)N2CCN(c3ccc(C)cc3C)CC2)cc1OC is listed with 4

Other compounds.
SMILES	MEKK3 PB1 HTS	NALP1 inh	MEKK2 mut-MEK5	SUMO HTRF inh	p-CIP stab down	M18AAP inhibitor	MEKK2wt PB1 HTS	IDE inh	IDE cell activ
CC1=C(Cl)C2=NS(=O)(=O)CCN2C=C1Cl	104	5	-4	11	2	4	100	2	3
CCCS(=O)(=O)N1CCN(Cc2ccc3c(c2)c2ccccc2n3CC)CC1	103	28	6	-13	1	2	121	1	4
Cc1[nH]c(=O)[nH]c(=O)c1S(=O)(=O)N1CCCC(C(=O)N2CCC(Cc3ccccc3)CC2)C1 (stereo not given)	105	26	4	-2	3	8	110	1	2
Cc1noc(C(=O)Nc2cc(Cl)ccc2O)c1Cl	110	2	7	-12	-7	2	106	1	3
COc1cccc(O[C@@H]2O[C@@H]3COC(C)(C)O[C@H]3[C@H](O)[C@H]2NC(C)=O)c1	100	-60	4	20	4	1	105	-2	1
Cc1cccc(N2C(=O)CC(N3CCN(c4ccccn4)CC3)C2=O)c1 (stereo not given)	105	-2	5	5	1	5	93	0	0
O=C(c1cnc2n(c1=O)CCS2)N1CCN(c2ccccc2Cl)CC1	96	-3	5	7	-13	1	107	/	/
CCOC(=O)N1CCN(S(=O)(=O)c2ccc(Br)s2)CC1	88	-10	-15	-6	-4	-10	88	-4	-1
CC(C)C(=O)N1CCC(CN=Cc2c(O)n(C3CCCCC3)c(=O)n(C3CCCCC3)c2=O)CC1	95	-7	0	-18	-12	1	92	/	7
CCOC(=O)c1sc(NC(=O)Nc2ccc(Cl)cc2)cc1C	115	36	10	-13	-2	-17	138*	7	2
Cc1nnc(SCc2ccccc2)[nH]c1=O	112	-8	-7	-3	-12	-3	97	-4	8
Cc1cc(C(=O)CN2C(=O)NC3(CCCCC3)C2=O)c(C)n1C	89	13	-8	9	-3	-14	90	10	1
C#CCOCCOCCOCCNc1nc(N2CCN(C(=O)C(Cc3cc4ccccc4[nH]3)n3cc(C(N)C(C)CC)nn3)CC2)nc(N2CCN(C(=O)C(Cc3cc4ccccc4[nH]3)n3cc(C(N)C(C)CC)nn3)CC2)n1 (stereo not given)	110	22	105*	6	-8	-15	254*	5	1
CC1CCCCN1C(=O)CSc1nc2ccsc2c(=O)n1Cc1ccccn1 (stereo not given)	100	10	1	11	1	10	99	-1	2
Cc1ccc2nc(N(CCCN(C)C)C(=O)c3ccco3)sc2c1	231*	-7	33	3	0	-5	121	0	5
CCS(=O)(=O)C(=C1NCCO1)S(=O)(=O)CC	94	31	-3	-30	14	-1	94	-2	6
CCc1cccc2c3c([nH]c12)C(CC)(CC(=O)O)OCC3 (stereo not given)	111	16	6	5	0	-1	89	1	3
CC(=O)N1CCOc2ccc(S(=O)(=O)N(C)c3ccc(C)cc3)cc21	101	21	-2	7	8	2	103	3	-3
CCCCNC(=O)CCNS(=O)(=O)c1ccc(C)cc1	108	-1	5	12	1	-8	108	0	3
C/C(=N\N1CCN(C)CC1)c1ccc(OC(F)F)cc1	79	-13	-1	-10	9	5	95	4	4
CC1CCCC(NS(=O)(=O)c2cccc3nsnc23)C1C (stereo not given)	102	1	4	2	3	-2	101	4	8
C[C@]12CCC(=O)CC1=CCC1C3CC=C(C#N)[C@@]3(C)CC[C@@]12O (stereo not given in full)	99	15	-2	-7	-1	-4	99	9	3
Oc1cc(O)cc(-c2cc3ccc(O)cc3o2)c1	105	/	1	/	/	/	102	-1	0
Cc1ccc(F)c(NC(=O)CCOc2ccccc2C)c1	101	4	3	-3	1	-5	102	7	-3
CCn1cnc2c(cnn2-c2ccccc2)c1=O	105	36*	11	14	-15	-7	109	0	-2
Continuation:
SMILES	MEKK3 PB1 HTS	NALP1 inh	MEKK2 mut-MEK5	SUMO HTRF inh	p-CIP stab down	M18AAP inhibitor	MEKK2wt PB1 HTS	IDE inh	IDE cell activ
O=c1c2ccccc2nc(SCc2cn3ccsc3n2)n1-c1ccc(F)cc1	104	22	11	-1	-13	2	105	2	1
CCOC(=O)Cc1csc(NC(=O)c2cccnc2)n1	98	/	2	16	-27	-13	102	1	8
CN(c1ccccc1C(=O)Nc1ccc2c(c1)n(C)c(=O)n2C)S(C)(=O)=O	97	-4	10	7	2	3	103	1	1
O=C1N=c2ccccc2=C1c1sc(=S)n(-c2ccc(O)cc2)c1O	92	-4	-8	12	-6	22	88	6	-1
CCOc1ccc(NC(=O)CN2C(=O)CSc3ccc(S(=O)(=O)N4CCOCC4)cc32)cc1	100	13	-1	/	0	2	97	4	-1
COc1cc(OC)c(C2C(C#N)=C(N)Oc3cc(C)n(CCCN4CCOCC4)c(=O)c32)cc1OC (stereo not given)	114	2	7	37	-3	11	111	1	6
COc1ccc(S(=O)(=O)N2CCCCC2)cc1NC(=O)CN1CCN(C(C)=O)CC1	102	-7	-2	-12	8	1	99	2	5
O=C(Cn1c(-c2ccccc2)c[n+]2ccsc12)c1ccc(Br)cc1	109	16	-3	9	-12	0	110	3	3
C=CCSc1nc2ccccc2c2nc(-c3ccccc3)nn12	109	11	1	17	12	-6	108	0	1
CCOc1ccccc1NC(=O)c1ccccc1-c1nc(-c2ccccc2OC)no1	102	11	4	4	-2	3	99	8	3
CCOc1ccc(OCc2ccc(C(=O)Nc3cccnc3)o2)cc1	103	11	3	-10	13	-6	105	3	5

Screening results as filed in PubChem BioAssay.

The list is partial; the hit share may differ from the screen's.
